Screening results: PubChem BioAssay, National Center for Advancing Translational Sciences (NCATS)
N370S GC = inhibits or activates N370S mutant glucocerebrosidase | actives 0.092% (n = 330,000) | N370S GC spleen homogenate, 4MU-glucoside fluorescence | P04062 | Potency, µM (doses to about 59.4 µM), without a hit: at the top dose activity change, negative = inhibition, usual class: inhibitors;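 further: 0% = full enzyme activity and -100% = no enzyme basal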
FEN1 inh = blocks human flap endonuclease 1 | actives 0.35% (n = 390,000) | P39748 | Potency, µM (doses to about 114 µM), for inactives: at the top dose activity change, negative = inhibition, usual class: inhibitors | Recombinant FEN1 flap cleavage, fluorescence, 15 min; further: nearly all actives have a fitted effect of over 65% in size
Target sequence (P39748 whole entry, looked up): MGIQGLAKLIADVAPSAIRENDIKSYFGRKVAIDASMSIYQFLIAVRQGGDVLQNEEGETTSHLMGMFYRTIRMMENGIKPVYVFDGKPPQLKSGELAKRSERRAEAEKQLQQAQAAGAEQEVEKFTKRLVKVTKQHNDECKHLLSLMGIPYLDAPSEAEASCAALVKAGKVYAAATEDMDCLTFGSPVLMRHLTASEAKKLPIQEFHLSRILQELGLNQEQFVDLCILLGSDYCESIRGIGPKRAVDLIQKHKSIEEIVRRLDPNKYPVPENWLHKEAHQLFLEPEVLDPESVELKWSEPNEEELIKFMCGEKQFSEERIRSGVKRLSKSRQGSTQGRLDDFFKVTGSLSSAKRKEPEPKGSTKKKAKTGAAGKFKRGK
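Read-out was taken twice, immediately and after 15 min, following addition of 50 nM substrate to 10 nM FEN1 that had sat with test compound for 15 min at room temperature. Curves came from a four-parameter Hill model.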
GCN5L2 inh = inhibitors of human GCN5L2 histone acetyltransferase | Q92830 | GCN5L2 HAT assay, ThioGlo1 CoA-SH fluorescence | Potency, µM (highest dose often 58.9 µM), without a hit: at the highest dose activity change, negative = inhibition, actives largely listed as inhibitors | actives 0.21% (n = 390,000)
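Preincubate 20nM GCN5L2 with compound 15 min, RT → add 50uM ThioGlo1 + 75uM H3(1-25) + 70uM acetyl-CoA → read fluorescence 0 and 20 min. Primary qHTS; fluorescent artifacts likely.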
* hit, by the source's call; ? = inconclusive; nt = not tested or not shown; & = joins results of further samples; [ ] = dose if it differs, or a comment. The call rests on the fitted dose curve; in most records, active means well fitted curve in the direction sought with a large enough effect; inconclusive means small, poorly fitted or top-dose-only effect, or another doubt; inactive means no such curve, though single readings can be large; an effect the other way counts as inactive or inconclusive. Unless noted, on the % scale 0 is the no-effect control and ±100 the full control effect; potency means the concentration at half of the fitted maximal effect. Compounds as they come; any-hit rate near 0.54%.

SMILES	N370S GC	FEN1 inh	GCN5L2 inh
O=C(Cn1c(SCCOc2ccccc2Cl)nc2ccccc21)N1CCCCC1	nt	-24%	-7%
Cc1c(C(=O)Nc2cccc(Cl)c2)c2ccccn2c1CCc1ccncc1	-7%	-15%	-3%
CCC(=O)Nc1cc2nn(-c3ccccc3)nc2cc1Cl	8%	-10%	-4%
Cn1c(=O)c2c(nc(CN3CCN(c4ccccc4)CC3)n2Cc2c(F)cccc2Cl)n(C)c1=O	-19%	1%	1%
CCn1c(=O)sc2cc(NC(=O)c3cccc(OC)c3)ccc21	nt	-7%	-16%
CCCCN(CCCC)CCCNC(=O)c1ccc2nc(N3CCCCC3)sc2c1	nt	24%	-7%
CCOC(=O)c1ccc(COC(=O)CCc2nc(-c3ccccc3)c(-c3ccccc3)o2)cc1	14%	-21%	-4%
O=C(NCc1ccccc1)[C@@H]1CSC2c3ccccc3C(=O)N21 (stereo partly drawn)	2%[12.8 µM]	-14%	-6%
COc1ccc(C(=O)CC(=O)c2ccc(OC)cc2)cc1	4%	-8%	-8%
CC(C)=CC(=O)Oc1ccc(C(=O)N(C)c2ccccc2I)cc1	-1%	4%	nt
Cc1ccc(-n2nnnc2SCC(=O)N2CCCCC2)cc1	-7%	-4%	-4%
Cc1ccc(/C(O)=C2\C(=O)C(=O)N(C)C2c2ccc([N+](=O)[O-])cc2)cc1 (stereo not drawn)	-6%	2%	-8%
Cc1cc(NS(=O)(=O)c2ccc(NC(=O)COc3c(C)cc(Br)cc3C)cc2)no1	4%	2%&15%	-5%&4%
Cc1ccc(C(=O)NC(=S)NNS(=O)(=O)c2ccccc2)cc1	11%	-3%	-1%
C=CCCN([C@@H](C)C(=O)OC)S(=O)(=O)c1ccccc1Br	4%	19%	-5%

Reformatted bar-delimited: part of the list above
mol | N370S GC | FEN1 inh | GCN5L2 inh
CC(C)=CC(=O)Oc1ccc(C(=O)N(C)c2ccccc2I)cc1 | -1% | 4% | nt
Cc1ccc(-n2nnnc2SCC(=O)N2CCCCC2)cc1 | -7% | -4% | -4%
Cc1ccc(/C(O)=C2\C(=O)C(=O)N(C)C2c2ccc([N+](=O)[O-])cc2)cc1 (stereo not drawn) | -6% | 2% | -8%
Cc1cc(NS(=O)(=O)c2ccc(NC(=O)COc3c(C)cc(Br)cc3C)cc2)no1 | 4% | 2%&15% | -5%&4%

Continuation:
SMILES	N370S GC	FEN1 inh	GCN5L2 inh
CN1CCC(Oc2ccc(Sc3ccccc3)cc2)CC1	?	2%	0%
O=c1[nH]c(/C(Cl)=C/c2cccc(F)c2)nc2cc(C(F)(F)F)ccc12	2%	0%	-5%
Clc1ccccc1CNc1nc2ccccc2n2cnnc12	-1%	-10%	-3%
Cc1ccc2cc(NC(=O)c3ccccc3)ccc2n1	-8%	-7%	-8%
Cn1nc(-c2ccc(Cl)cc2)cc1NC(=O)Nc1ccccc1	-4%	4%	-3%
CCOC(=O)c1c(NC(=O)Cn2cnc3sc(C)c(-c4ccccc4)c3c2=O)sc(C)c1C	1%	-2%	-15%
CC(C)NC(=O)CN1C(=O)c2ccccc2S1(=O)=O	4%	-5%	0%
O=C(Cc1ccccc1)NNC1CC(=O)N(c2ccc(Br)cc2)C1=O (stereo not drawn)	1%	-3%	-2%
O=C(NCc1ccccc1C(F)(F)F)C1CCC(=O)N(CCCc2ccccc2)C1 (stereo not drawn)	-13%	1%	-12%
CCc1ccccc1OCCCOc1ccc(OC)cc1	12%	-3%	-3%
COc1ccc(-c2[nH]ncc2/C=N\NC(=O)c2cccs2)cc1OC	-15%	1%	-8%
O=C(CSc1ncn(-c2ccccc2)n1)Nc1nc(-c2ccccc2)cs1	29%	-1%	0%
Cc1ccccc1C(=O)N=c1ccn(-c2nc3ccccc3nc2NS(=O)(=O)c2ccc(F)cc2)cc1	-11%	-2%	-3%
CCOC(=O)Nc1ccc2c(c1)N(C(=O)N(CC)CC)c1ccccc1CC2	15%	-17%	-7%
Cc1ccc(S(=O)(=O)/N=C(\Sc2ccccc2)c2ccccc2)cc1	-5%	8%	-1%
O=C(Nc1nc(COc2ccccc2)cs1)C12CC3CC(CC(C3)C1)C2	5%	9%	-4%
COc1ccccc1NC(=O)CCN1CC(C)OC(C)C1 (stereo not drawn)	4%	-4%	-6%
C[C@@H](C(O)c1ccccc1)N(C)C(=O)CCc1ccccc1 (stereo partly drawn)	1%	-8%	1%
Cc1ccc(NC(=O)CSc2ccccc2)cc1S(=O)(=O)N1CCCCC1	nt	-17%	-13%
CCCc1nn2c(=O)cc(COC(=O)c3ccco3)nc2s1	nt	3%	3%
CC(C)COC(=O)NCCCOC(=O)Nc1ccccc1	5%	1%	-7%
COc1cc(/C=N\NC(=O)c2ccc(Cl)cc2)ccc1Oc1ccc([N+](=O)[O-])cn1	-13%	-6%	-17%
CCOC(=O)Cn1nnnc1CN(Cc1cccs1)Cc1cc2cc(C)ccc2[nH]c1=O	-9%	-15%	-1%
CC1(C)CC(=O)C2=C(C1)NC(=O)NC2c1ccc(Cl)cc1 (stereo not drawn)	-9%	-14%	-2%
Cc1ccc(S(=O)(=O)N(C)CC(=O)Nc2ccc3c(c2)OCO3)cc1	-7%	2%	-9%
COc1ccc(N2CCN(C(=O)c3cccc(F)c3)CC2)c([N+](=O)[O-])c1	-5%	-8%	2%
COc1ccc(Cc2nnc(N/N=C/c3ccc(O)cc3O)[nH]c2=O)cc1OC	6%	-11%	-1%
Cc1nc2c(oc3ccccc32)c(=O)o1	13%	1%	-15%
CC(=O)Nc1ccc(S(=O)(=O)N2CCC(NC(=O)C(Cc3cccn3C)NC(C)=O)CC2)cc1 (stereo not drawn)	15%	-7%	2%
Cc1cc2c(c(=O)n1CC1CCCO1)C(c1ccco1)C(C#N)=C(N)O2 (stereo not drawn)	3%	-15%	-2%
COc1ccc(/C=C2\CCCC(C(=O)C(F)(F)F)=C2O)cc1	-5%	-8%	2%
O=C(Cc1ccccc1)NCC(=O)N1CCCC1	-5%	4%	-1%
COc1ccc(C(=O)Nc2ccc3c(c2)nc(CCNC(=O)c2ccco2)n3C)cc1	-17%	0%	-7%
COc1ccccc1OCC(=O)/C=C1/N(C)c2ccccc2C1(C)C	?	-2%	-14%
O=C(O)CSc1cccc2cccnc12	7%&5%	33%&-1%	-8%&-8%
O=C(CSc1nc2c(c(=O)[nH]1)CN(Cc1ccc3c(c1)OCO3)CC2)Nc1ccc(F)cc1	nt	18%	-1%
COc1ccc(CC(=O)Nc2ccc3c(c2)CCC3)cc1OC	20%	-5%	0%
CC(C)Oc1ccc(CNC(=O)Nc2ccc3c(c2)N(C)C(=O)c2ccccc2S3)cc1	nt	18%	-6%
Cn1c(=O)c2c(nc(NCCCO)n2Cc2cccc(Br)c2)n(C)c1=O	1%	4%	-1%
COc1ccc(C(CC(=O)NCc2ccccc2)C(C)C)cc1 (stereo not drawn)	-15%	1%	0%
CC(=O)Nc1ccc(C(=O)NNC(=O)c2cc([N+](=O)[O-])cc([N+](=O)[O-])c2)cc1	1%	-4%	?
Nn1c(SCc2nc3ccccc3[nH]2)nnc1C1CCCCC1	-2%	1%	0%
C=CCNC(=S)N1CC2(C)CN(C(=S)NCC=C)CC(C)(C1)C2=O	3%	-9%	28µM*
COc1cccc(CNC(=O)Cc2ccc(-c3ccccc3)cc2)c1	-11%	3%	-3%
Cc1noc(C)c1NC(=O)N(C)C[C@H]1Oc2c(NC(=O)Nc3ccc4c(c3)OCO4)cccc2C(=O)N([C@H](C)CO)C[C@@H]1C	nt	18%	-3%
c1cncc(-c2nc(NCc3cccs3)c3ccccc3n2)c1	?	-8%	1%&-5%
Cc1ccc([C@@H]2C[C@H]3CN(Cc4cccc(Cl)c4)C(=O)[C@]34CCCN24)o1	-14%	0%	9%
COc1ccc(N2CCN(S(=O)(=O)c3ccc4c(c3)CC(C)N4C(C)=O)CC2)cc1 (stereo not drawn)	nt	-6%	-10%
O=C(COC(=O)c1ccccc1C(=O)N1CCN(c2ccc(F)cc2)CC1)NCc1ccccc1	7%	-15%	2%
O=C(N/N=C1\C(=O)c2cccc3cccc1c23)c1ccc(O)cc1	-1%	-18%	-13%
C/C(=C\c1ccccc1)C(=O)Nc1nccs1	-8%	-11%	-3%
COc1ccc(Cl)cc1NC(=O)CN(c1cc(C)cc(C)c1)S(=O)(=O)c1c(C)n[nH]c1C	nt	?	-10%
CCc1ccc(-c2nc(CN3CCC(C(=O)NCc4ccco4)CC3)c(C)o2)cc1	-1%	-15%	-9%
Cc1cccc2cc3c(nc12)-c1ccccc1C3=O	-2%	1%	-13%
CCn1nc(C)c(CCN(C)C(=O)Nc2cc(C)cc(C)c2)c1C	nt	21%	7%
Cn1cc(/C=C/c2cc[n+](C)cc2)c2cc(Cl)ccc21	-20%	50µM*	-20%
Cc1occc1-c1nnc(SCC(=O)Nc2ccccc2)n1C(C)c1ccccc1 (stereo not drawn)	-7%[2.35 µM]	8%	1%
COC(=O)c1cc(C(=O)c2ccc(Cl)cc2)n2c(=O)/c(=C\N(C)C)sc12	26%	14%	-3%
COc1ccc2cc(CCNC(=O)CCc3ccccc3)c(=O)[nH]c2c1	-15%	-14%	-8%
C/C(=N\NC(=O)c1ccc(Cl)cc1)c1ccc(Br)s1	-2%	0%	-1%
Other entries
SMILES	N370S GC	FEN1 inh	GCN5L2 inh
CCOc1ccc(NC(=O)c2ccco2)cc1	-8%	-18%	-1%
CN(C)C(=O)N1CCN(C(=O)c2ccco2)CC1	-18%	-9%	-4%
Cc1ccc(/C=N/n2c(-c3ccco3)n[nH]c2=S)s1	4%	-6%	-19%
CC(=O)NC(c1ccccc1)c1cccnc1 (stereo not drawn)	-8%	3%	-3%
Cc1nn2c(=O)cc(COC(=O)c3cccc(NC(=O)COc4ccccc4Cl)c3)nc2s1	nt	-18%	0%
COC(=O)c1ccccc1NC(=O)C(C)NS(=O)(=O)c1ccc(OC)cc1 (stereo not drawn)	3%	-1%	-13%
O=C(CSc1oc(-c2ccco2)nc1S(=O)(=O)c1ccc(F)cc1)NCC1CCCO1 (stereo not drawn)	28%	-2%	-5%
CCN(CC)N=Nc1cccc(NC(C)=O)c1	-10%	89µM*	1%
Cn1c(=O)c(C(=O)COC(=O)c2cc(-c3ccco3)nc3ccccc23)c(N)n(CC2CC2)c1=O	10%&-23%	nt	-25%
C=CCNC(=O)COC(=O)/C=C/c1cccs1	-9%	17%	-4%
CC1CCCCN1C(=O)/C=C/c1ccccc1[N+](=O)[O-] (stereo not drawn)	7%	-4%	-4%
COC(=O)c1ccc(Nc2nnc(-c3ccc(C)c(S(=O)(=O)N4CCN(C)CC4)c3)c3ccccc23)cc1	nt	8%	-4%
COc1cccc(-n2nnnc2SCC(=O)Nc2ccc(C(C)=O)cc2)c1	5%	12%	-2%
Cc1ccc(-c2cnc(C3CC3)o2)cc1S(=O)(=O)Nc1ccc(F)cc1Cl	nt	-14%	-1%
CCN(Cc1cc2cc(OC)ccc2[nH]c1=O)C(=O)c1ccncc1	-1%	1%	-4%

Full records, looked up by structure.
Record of Cc1ccc(-c2cnc(C3CC3)o2)cc1S(=O)(=O)Nc1ccc(F)cc1Cl → N370S GC = nt; FEN1 inh = -14%; GCN5L2 inh = -1%
Record of CC(=O)NC(c1ccccc1)c1cccnc1 (stereo not drawn) → N370S GC = -8%; FEN1 inh = 3%; GCN5L2 inh = -3%

Printed as active in FEN1 inh, among the entries above:
SMILES	N370S GC	FEN1 inh	GCN5L2 inh
Cn1cc(/C=C/c2cc[n+](C)cc2)c2cc(Cl)ccc21	-20%	50µM*	-20%
CCN(CC)N=Nc1cccc(NC(C)=O)c1	-10%	89µM*	1%

Other records
SMILES	N370S GC	FEN1 inh	GCN5L2 inh
COc1ccc(C(=O)O/N=C/c2ccc(S(=O)c3ccc(Cl)cc3)nc2)cc1 (stereo not drawn)	0%	58%[activator]	0%
CCCNC(=O)c1ccccc1NC(=O)c1ccc2c(=O)n3c(nc2c1)CCC3	2%	-2%	2%
O=C(NCC1CC1)c1onc(CSc2ccc(F)c(F)c2)c1C(=O)NCC1CC1	13%	4%	-10%
CCCn1c(SCC(=O)Nc2cccc(C(=O)OC)c2)nnc1-c1cccnc1	-16%	4%	-5%
CCOC(=O)c1cc(S(=O)(=O)N2CCc3ccccc32)cn1C	-19%	-2%	-7%
Cc1cccc2sc(NC(=O)c3ccc(OCC4CCCO4)cc3)nc12 (stereo not drawn)	15%	-17%	-22%
Cc1cc(C(=O)Nc2ccc(F)cc2C)cs1	-3%	-4%	-3%
Cc1ccc(NC(=O)c2nc[nH]c2C(=O)N[C@@H](CCCCNC(=O)OC(C)(C)C)C(=O)OC(C)(C)C)cc1	21%	-21%	-17%
O=C(CN1C(=O)/C(=C\c2cccc(Cl)c2)Oc2ccccc21)N1CCN(c2ccccn2)CC1	2%	nt	-8%
CCOc1ccc(-n2c(=O)[nH]c3sc4c(c3c2=O)CCCC4)cc1	7%	-17%	-3%
